High-throughput results as filed in PubChem.
IL1B secr inh = qHTS for Inhibitors of Inflammasome Signaling: IL-1-beta AlphaLISA Primary Screen; THP-1 LPS/ATP IL-1B secretion, AlphaLISA, 16 h; hits give low values; activity change, % at 57.5 µM; hit rate 4.7% among 360,000; AID 743279, 2014; in the data active means activity change below about -50%; inconclusive means mostly about -30% to -49%; further: on the % scale 0 is the no-effect control and ±100 the full control effect
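Secreted IL-1B measured by AlphaLISA bead assay after 16 h compound exposure of THP-1 cells; compounds (final up to 57.5 uM) added 1 h before LPS (250 ng/mL) and ATP (1.25 mM) stimulation; lower signal means less secretion.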
D3 ag = qHTS of D3 Dopamine Receptor Agonist: qHTS; D(3) dopamine receptor (Homo sapiens), P35462; D3R DiscoveRx beta-arrestin cells, luminescence, 90 min; max activation, %; hit rate 0.58% among 410,000; in the data active means max activation above about 30%; further: 0% is about no effect; mostly tested at two doses, the higher about 12 µM
Target sequence (P35462 whole entry, looked up): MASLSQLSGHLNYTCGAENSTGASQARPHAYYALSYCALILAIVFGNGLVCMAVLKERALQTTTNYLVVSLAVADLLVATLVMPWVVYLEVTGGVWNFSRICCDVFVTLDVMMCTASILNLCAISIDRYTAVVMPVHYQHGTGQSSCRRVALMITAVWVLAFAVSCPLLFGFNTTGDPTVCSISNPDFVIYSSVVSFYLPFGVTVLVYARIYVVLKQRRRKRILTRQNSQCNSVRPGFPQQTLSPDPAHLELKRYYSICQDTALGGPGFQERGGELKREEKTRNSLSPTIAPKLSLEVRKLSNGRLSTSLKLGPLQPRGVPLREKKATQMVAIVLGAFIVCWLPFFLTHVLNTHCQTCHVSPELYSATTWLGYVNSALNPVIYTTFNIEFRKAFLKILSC
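Agonist-mode cell screen: cells plated at 1500/well and incubated overnight at 37 °C, then exposed to library compounds for 90 min at 37 °C. Detection reagent was added for 30–60 min at room temperature, and luminescence was read.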
SW480 rereplic = A quantitative high throughput screen for small molecules that induce DNA re-replication in SW480 colon adenocarcinoma cells | hit rate 1.8% among 340,000 | Potency, µM (top dose mostly 46.1 µM), inactives show at the top dose re-replication activation, usual class: activators | SW480 DNA re-replication, Hoechst DNA content imaging, 48 h; further: potency means the concentration at half of the fitted maximal effect; % of control where 0% means no effect; nearly all actives have a fitted effect of over 55% in size
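First, 250 cells per well were seeded. Next, compound or vehicle (23 nL) was pinned in, plates sat 48 hr at 37 C. Finally Hoechst was added for 40 min before fluorescence scanning.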
D3 antag = qHTS of D3 Dopamine Receptor Antagonist: qHTS. D(3) dopamine receptor (Homo sapiens), P35462. D3R cells, DiscoveRx beta-arrestin luminescence, antagonist mode; hits give low values. max response, negative = inhibition, %. hit rate 2.5% among 360,000; in the data active means max response below about -50%; inconclusive means no clear call, values can overlap the other calls; further: on the % scale 0 is the no-effect control and ±100 the full control effect; mostly tested at two doses, the higher about 12 µM
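Cells plated overnight at 1500 cells/well, then exposed to library compounds with dopamine controls for 90 minutes at 37 degrees C. DiscoveRx reagent added for 30–60 minutes at room temperature; luminescence read, quantitative HTS format.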
HT1080NT lethal = qHTS for induction of synthetic lethality in tumor cells producing 2HG: qHTS for the HT-1080-NT fibrosarcoma cell line | hit rate 1.6% among 360,000 | HT-1080-NT fibrosarcoma viability, CellTiter-Glo ATP luminescence, 48 h | AID 686970, 2013 | Potency, µM (top dose mostly 46.1 µM), inactives show top-dose activity, negative = less viability, most hits filed as cytotoxic;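 further: NT is the 2HG producing partner of a matched IDH1 knockdown line; potency means the concentration at half of the fitted maximal effect; 0% = DMSO-treated cells and -100% = media-only wells without cells; nearly all actives have a fitted effect of over 55% in size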
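Viability by CellTiter-Glo luminescence after 48 h compound exposure at 37C of HT-1080-NT cells (750/well, RPMI, 5% FBS). % activity scaled between DMSO wells and medium-only wells, then curve-fitted and categorized by curve class.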
HT1080 IDH1KD tx = qHTS for induction of synthetic lethality in tumor cells producing 2HG: qHTS for the HT-1080-IDH1KD cell line. HT-1080 IDH1 knockdown viability, ATP luminescence, 48 h. Potency, µM (doses to about 46.1 µM), inactives show at the highest dose activity, negative = toxicity, hits mostly cytotoxic. hit rate 2% among 360,000;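 further: potency means the concentration at half of the fitted maximal effect; 0% = DMSO wells and -100% = cell-free medium wells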
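Viability of IDH1-knockdown HT-1080 fibrosarcoma cells was assessed by CellTiter-Glo after 48 h at 37 °C with titrated compound; concentration-effect curves were classified by fit quality and response size.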
KB-3-1 cytotox = qHTS assay for MDR1-selective chemotherapeutics: Primary screen using the parental adenocarcinoma cell KB-3-1. KB-3-1 viability, CellTiter-Glo ATP luminescence, 72 h. Potency, µM (doses to about 46.1 µM), for inactives: at the top dose activity change, negative = cytotoxic, usual class: cytotoxic. hit rate 1.4% among 400,000; further: potency means the concentration at half of the fitted maximal effect; on the % scale 0 is the no-effect control and ±100 the full control effect; nearly all actives have a fitted effect of over 60% in size
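Here the drug-naive KB-3-1 line serves as comparator for MDR sub-line selectivity; cells received compound titrations, 72 h at 37 °C, then CellTiter-Glo readout.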
KB-V1 MDR tox = qHTS assay for MDR1-selective chemotherapeutics: Primary screen using the drug-selected MDR subline cells KB-V1; KB-V1 MDR cells viability, CellTiter-Glo, 72 h; Potency, µM (top dose mostly 46.1 µM), without a hit: top-dose activity change, negative = cytotoxicity, usual class: cytotoxic; hit rate 3.4% among 400,000; AID 1347076, 2019; further: potency means the concentration at half of the fitted maximal effect; on the % scale 0 is the no-effect control and ±100 the full control effect; nearly all actives have a fitted effect of over 60% in size
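KB-V1 MDR subline cells in DMEM (phenol-red free, 10% FBS) exposed to compounds in qHTS concentration series for 72 h at 37 degrees C. Viability read by CellTiter-Glo luminescence; concentration-effect curves fitted after normalization and correction.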
GLP1R ag = qHTS of GLP-1 Receptor Agonists; Potency, µM (series often up to 45.6 µM), for inactives: top-dose activation, actives largely listed as activators; Glucagon-like peptide 1 receptor (Homo sapiens), P43220; HEK293 GLP-1R CRE-luciferase, luminescence, 4-6 h; cells express a hypersensitive GLP-1R form; hit rate 0.007% among 380,000; further: potency means the concentration at half of the fitted maximal effect; % of control where 0% means no effect
Target sequence (P43220 whole entry, looked up): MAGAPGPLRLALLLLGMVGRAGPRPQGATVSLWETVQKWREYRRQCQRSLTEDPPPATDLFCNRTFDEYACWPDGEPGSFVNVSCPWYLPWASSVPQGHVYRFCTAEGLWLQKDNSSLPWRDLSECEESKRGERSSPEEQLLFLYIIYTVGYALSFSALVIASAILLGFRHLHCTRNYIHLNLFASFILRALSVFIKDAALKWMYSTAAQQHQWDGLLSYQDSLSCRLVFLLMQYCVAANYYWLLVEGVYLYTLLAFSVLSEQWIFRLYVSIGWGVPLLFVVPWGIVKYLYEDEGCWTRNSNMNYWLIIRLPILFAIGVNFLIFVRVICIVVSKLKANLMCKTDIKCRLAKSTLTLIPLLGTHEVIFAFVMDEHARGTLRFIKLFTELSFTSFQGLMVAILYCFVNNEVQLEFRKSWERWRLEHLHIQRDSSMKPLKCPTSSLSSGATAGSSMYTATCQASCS
An asterisk follows results filed as active; u = inconclusive; x = not tested or not shown; & = joins results of further samples; [ ] = remark or other dose. Unless noted, the call rests on the fitted dose curve; in most records, active means well fitted curve in the direction sought with a large enough effect; inconclusive means small, poorly fitted or top-dose-only effect, or another doubt; inactive means no such curve, though single readings can be large; an effect the other way counts as inactive or inconclusive.

[1] Cc1ccc(-n2cc3c(=O)n(C)c(=O)n(C)c3c2)cc1C
[2] O=C(CSc1nc2ccccc2c(=O)n1Cc1ccc(Cl)cc1)NCc1cccs1
[3] Cc1ccc(NC(=O)c2ccccn2)c(Br)c1
[4] CCCCOc1ccc(/C(O)=C2/C(=O)C(=O)N(CCCOC)C2c2ccncc2)cc1 (configuration not stated)
[5] COc1ccc2[nH]c(=O)c(CN(C(=O)c3cccnc3)c3ccccc3)cc2c1
[6] CCN(Cc1cc2cc(C)ccc2[nH]c1=O)S(=O)(=O)c1ccccc1
[7] O=S(=O)(Cc1ccccc1)NCc1ccccn1
[8] Nc1[nH]ncc1S(=O)(=O)c1ccccc1

Compound	1	2	3	4	5	6	7	8
IL1B secr inh	26	26	0	8	-16	-12	3	1
D3 ag	-1	2	-1	5	-1	1	-14	4
SW480 rereplic	-3%	-2%	-26%	-5%	0%[9.22 µM]	7%	-7%	0%
D3 antag	9	22	-1	-18	-12	53	-5	21
HT1080NT lethal	1%	7%	-2%	14%	6%	-4%	1%[9.24 µM]	1%
HT1080 IDH1KD tx	5%	6%	1%	5%	2%	-21%	-10%	12%
KB-3-1 cytotox	10%	1%	0%	5%	0%	u	3%	17%
KB-V1 MDR tox	-15%	17%	3%	0%	7%	3.7µM*	3%	25%
GLP1R ag	7%	0%	-1%	-4%	5%	15%	-17%	1%

[9] COc1ccc(CN2CCNC(=O)C2CC(=O)N(C)CC2CCOCC2)cc1OC (configuration not stated)
[10] Cc1ccc(/C=C2/SC(=Nc3ccc(F)cc3)NC2=O)s1
[11] CC(C)[C@H](NC(=O)[C@@H]1Cc2ccccc2CN1)C(=O)Nc1ccc2c(c1)OCO2
[12] CCOc1ccc(NC(=O)C/C(C)=N/NC(=O)c2cnccn2)cc1
[13] NC(N)=NC(N)=Nc1ccc2ccccc2c1
[14] O=C(CCCn1c(=O)[nH]c2ccccc2c1=O)Nc1ccc(F)cc1
[15] CCOc1ccc(C(=O)N2CCC3(CC2)NCCc2[nH]cnc23)cc1
[16] O=C(c1ccc(Cn2c(=O)[nH]c3ccccc3c2=O)cc1)N1CCN(c2ccccn2)CC1

Compound	9	10	11	12	13	14	15	16
IL1B secr inh	-5	0	-12	-18	-1	6	7	u
D3 ag	-1	1	-5	-3	0	-1	1	1
SW480 rereplic	-10%	6%	-2%	-14%	-143%[inhibitor]	-3%	-19%	-6%
D3 antag	1	-4	8	0	6	9	-6	6
HT1080NT lethal	8%	20%	1%	1%	-1%	12%	1%	-4%
HT1080 IDH1KD tx	0%	13%	2%	-4%	7%	13%	-3%	-2%
KB-3-1 cytotox	1%	20%	-6%	1%	2%	4%	2%	-2%
KB-V1 MDR tox	7%	0%	19%	u	26%	1%	10%	0%
GLP1R ag	-6%	22%	-6%	-2%	-1%	-3%	1%	7%

[17] C/C=C/C(=O)N1c2ccccc2C(C)=CC1(C)C
[18] Cn1c(S(=O)(=O)c2ccc([N+](=O)[O-])cc2)nc(Br)c1Br
[19] COc1cccc(CC(=O)Nc2nc3c(s2)C(=O)CC(C)(C)C3)c1
[20] COc1cccc(-c2nnc(Nc3nc4c(F)cccc4s3)o2)c1
[21] COc1ccc(OC)c(CCNC(=O)c2ccc3c(c2)N(Cc2ccccc2)CCS3)c1
[22] O=C(c1cnn2c(C(F)(F)F)cc(-c3cccs3)nc12)N1CCN(C(c2ccccc2)c2ccccc2)CC1
[23] COc1cc(NC(=O)C2CCN(S(=O)(=O)c3cccs3)CC2)cc(OC)c1
[24] O=C(Nc1ccc(N2CCCCC2)cc1)C(Cl)c1ccccc1 (configuration not stated)

Compound	17	18	19	20	21	22	23	24
IL1B secr inh	5	x	41	39	2	-29	-14	u
D3 ag	-9	6	-12	-7	4&4	4	4	-3
SW480 rereplic	-2%	-6%	-1%	7%	25%	-2%	u	20%
D3 antag	-22	4	7	-9	28	-3	0	3
HT1080NT lethal	1%	u	2%	7.9µM*	-15%	-2%	-1%	-13%
HT1080 IDH1KD tx	8%	u	-3%	6.3µM*	-11%	4%	-11%	4%
KB-3-1 cytotox	-2%	6%	5%	-6%	u	-30%	3%	-6%
KB-V1 MDR tox	2%	2%	12%	-12%	u	u	-2%	u
GLP1R ag	5%	8%	5%	0%	-4%	7%	-9%	6%

[25] CC(=O)N1c2ccc(S(=O)(=O)N3CCCC3C(=O)NCc3ccccc3Cl)cc2CC1C (configuration not stated)
[26] O=C(CSC(=S)N1CCCCC1)Nc1ncc2c(n1)CC(c1ccco1)CC2=O (configuration not stated)
[27] COc1ccc(CSc2nc3ccccc3c(=O)n2CCCN2CCOCC2)cc1F
[28] O=C(c1ccc2c(Cl)c3c(nc2c1)CCCC3)N1CCN(c2ccccc2F)CC1
[29] Cc1c(C)c2ccc(OCC(=O)NCCN3CCOCC3)cc2oc1=O
[30] CC(C)(C)c1n[nH]c2c1CCCC2
[31] O=C(CN(C1CCCCC1)S(=O)(=O)c1ccc(Cl)cc1)NCc1cccnc1
[32] CSc1ccc(Cl)c(C(=O)N(C)CC(=O)Nc2ccc(N3CCOCC3)cc2)c1

Compound	25	26	27	28	29	30	31	32
IL1B secr inh	-18	32	-6	x	11	17	0	-9
D3 ag	-10	10	-6	2	1	12	1	1
SW480 rereplic	u	-7%	-6%	x	-19%	-3%	-5%	-7%
D3 antag	-5	-19	-1	x	14	32	10	0
HT1080NT lethal	-2%	5%	u	x	8%	0%	-2%	6%
HT1080 IDH1KD tx	-1%	-1%	-28%	x	3%	-1%	3%	4%
KB-3-1 cytotox	12%	13%	-8%	-2%	2%	24%	-11%	13%
KB-V1 MDR tox	-15%	11%	0%	-2%	-5%	1%	-2%	u
GLP1R ag	7%	15%	26%	0%	-2%	u	2%	-9%

[33] COCCN(C(=O)COC(=O)/C=C/c1nc2ccccc2s1)c1c(N)n(Cc2ccccc2)c(=O)[nH]c1=O
[34] CCc1c(C)sc(NC(=O)c2cc(-c3cc(OC)ccc3OC)on2)c1C#N
[35] COc1cc(C2C(C#N)=C(N)Oc3cc(N)ccc32)cc(OC)c1OC (configuration not stated)
[36] COC(=O)[C@H](CCSC)NC(=O)Nc1ccc(S(N)(=O)=O)cc1
[37] CC(=O)c1ccc(NC(=O)/C(=C\c2ccc(F)cc2)NC(=O)c2ccco2)cc1
[38] O=C(Nc1cccc(S(=O)(=O)N2CCCC2)c1)c1cc(S(=O)(=O)N2CCOCC2)ccc1F
[39] COc1ccc(-c2csc(C(O)c3ccc(F)c(F)c3)n2)cn1 (configuration not stated)
[40] Cc1ccc(C(=O)NCCCNC(=O)COc2ccc(Cl)c(C)c2)cn1

Compound	33	34	35	36	37	38	39	40
IL1B secr inh	-96*	16	14	u	-9	-1	20	8
D3 ag	-8	-17	-5	-1	5	5	8	3
SW480 rereplic	-320%[inhibitor]	-1%	1.2µM*	-8%	-6%	-7%	x	0%
D3 antag	-5	-10	-10	0	3	21	4	10
HT1080NT lethal	-29%	7%	u	-2%	25%	-3%	-22%	-2%
HT1080 IDH1KD tx	u	4%	0.58µM*	15%	17%	-3%	1%	-1%
KB-3-1 cytotox	-13%	-1%	u	0%	-17%	4%	0%	2%
KB-V1 MDR tox	13%	u	u	8%	0%	7%	0%	u
GLP1R ag	1%	0%	0%	3%	0%	7%	7%	0%

[41] CC(OC(=O)c1cc(S(=O)(=O)N2CCOCC2)ccc1F)C(=O)NCC1CCCCC1 (configuration not stated)
[42] Oc1ccc(-c2nnc(SCC3CCCCC3)o2)cc1
[43] CCCc1cc(CNC(=O)C2CCC(=O)N(Cc3ccccc3OC)C2)on1 (configuration not stated)
[44] N#CCCc1cccc(CCC#N)c1
[45] O=C(NN1CCOCC1)c1ccc(Cl)c([N+](=O)[O-])c1
[46] CCCOC(=O)c1ccc(NC(=O)C2CC(=O)N(c3ccc(C)cc3)C2)cc1 (configuration not stated)
[47] CC(=O)NC(C)(c1ccccc1)c1nc(-c2cncnc2)cs1 (configuration not stated)

Compound	41	42	43	44	45	46	47
IL1B secr inh	-2	-7	21	53	u	x	30
D3 ag	-2	-2	-4	-8	0	-9	-14
SW480 rereplic	15%	2%	5%	1%	-14%	x	x
D3 antag	6	0	3	-12	-3	x	-60*
HT1080NT lethal	-2%	0%	11%	16%	2%	x	13%
HT1080 IDH1KD tx	-15%	-13%	18%	9%	0%	x	1%
KB-3-1 cytotox	-9%	-26%	5%	4%	7%	14%	0%
KB-V1 MDR tox	-4%	-27%	6%	-1%	16%	-3%	-2%
GLP1R ag	8%	10%	-2%	-8%	-1%	15%	4%
